ST2 IL33 inh – inhibitors of human ST2 (IL1RL1) binding to IL-33, primary screen, biochemical, AlphaLISA; inhibition, % for hits at 17 µM; AlphaLISA ST2-Fc/biotin-IL-33 interaction, 1 h; 78,000 tested, 2.3% active; in the data active means inhibition above about 30%; inconclusive means mostly about 10% to 28%
Target sequence (Q01638 whole entry, looked up): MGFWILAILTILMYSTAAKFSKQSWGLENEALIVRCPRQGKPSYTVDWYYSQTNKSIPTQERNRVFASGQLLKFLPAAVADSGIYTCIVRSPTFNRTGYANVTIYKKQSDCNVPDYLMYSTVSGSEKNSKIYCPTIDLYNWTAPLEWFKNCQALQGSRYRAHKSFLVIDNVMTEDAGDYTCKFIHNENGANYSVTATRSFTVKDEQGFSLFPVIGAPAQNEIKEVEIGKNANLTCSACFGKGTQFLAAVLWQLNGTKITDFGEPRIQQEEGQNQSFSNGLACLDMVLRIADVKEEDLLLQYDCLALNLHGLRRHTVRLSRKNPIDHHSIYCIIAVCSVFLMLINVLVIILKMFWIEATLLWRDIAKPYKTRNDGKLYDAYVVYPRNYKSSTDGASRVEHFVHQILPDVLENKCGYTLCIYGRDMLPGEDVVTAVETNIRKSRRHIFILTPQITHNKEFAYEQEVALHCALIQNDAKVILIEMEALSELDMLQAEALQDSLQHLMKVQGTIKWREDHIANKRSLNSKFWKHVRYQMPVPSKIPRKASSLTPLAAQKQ
* hit, by the source's call; i = inactive; ? = inconclusive. This is a subset; the hit share may differ from the screen's.

SMILES | ST2 IL33 inh
COc1cc2c(cc1OC)C(C(=O)N1CCCC1)C(c1ccccc1F)N(C)C2=O (centres undefined) | ?
CCCc1[nH]nc2c1C(c1ccc(OC(=O)c3ccco3)cc1)C(C#N)=C(N)O2 (centres undefined) | i
Cc1ccc(-n2cnnn2)cc1Cl | ?
COc1ccc(C2OCC3C(c4ccc(OC)c(OC)c4)OCC23)cc1OC (centres undefined) | i
CC(C)(C)c1csc(NC(=O)c2ccc(S(=O)(=O)N3CCOCC3)cc2)n1 | i
CC(C)(C)c1ccc(C(=O)Nc2c3c(nn2-c2ccccc2)CSC3)cc1 | i
O=c1oc(-c2cccs2)cc(-c2ccccc2)c1-c1ccccc1 | ?
NC(=O)/C(=C/c1ccc2c(c1)OCO2)NC(=O)c1ccc(Br)cc1 | i
NC(=O)c1nnn(-c2nonc2N)c1-c1ccc([N+](=O)[O-])cc1 | ?
NC(=O)c1c(C(F)(F)F)cc(-c2ccccc2)nc1NCCO | ?
CCCOc1ccc2oc(=O)c3c(c2c1)CCCN3C(=O)CN(C)c1ccccc1 | i
O=C(CN1C(=O)CCSc2ccccc21)Nc1cccc(Cl)c1 | i
O=c1oc2ccccc2n1CCCOc1ccc(Cl)cc1 | i
CC(C)(CC(=O)O)CC(=O)N1Cc2[nH]cnc2C[C@H]1C(=O)N1CCCC1 | i
CCOc1ccccc1C(=O)NC1CC(=O)N(c2ccc(F)cc2)C1 (centres undefined) | ?
Cc1ccc(NC(=O)CSCc2ccccc2Cl)cc1 | i
COc1ccc(OC)c(-c2cc(C(=O)NC3CCCC3)no2)c1 | i
CC(C)(C)c1nnc([C@H]2CCN(C(=O)C3CCCCC3)C2)o1 | i
O=C(Nc1ccc2c(c1)Cc1ccccc1-2)c1ccccc1 | i
Cc1ccc(Cn2c(CNC(=O)Cc3cccs3)nc3cccnc32)cc1 | i
CCS(=O)(=O)N1CCN(c2nc(C)cc(N3CCCC3)n2)CC1 | ?
CN1CCN(c2nc(-c3ccccc3)cc(C(F)(F)F)n2)CC1 | ?
O=C(C1=CCCCC1)N1CCC2(CCCN(Cc3ccc(F)c(F)c3)C2)C1 (centres undefined) | i
Cc1ccc(NC(=O)c2ccccc2NC(=O)c2ccco2)cc1C | i
Cc1c(F)cccc1NC(=O)CN1CCC(Cc2noc(C3CC3)n2)CC1 | ?
More compounds follow.
SMILES | ST2 IL33 inh
COc1ccc(CCN2CC(C(=O)NC3c4ccccc4-c4ccccc43)CCC2=O)cc1 (centres undefined) | ?
O=C(Nc1ccc(Cl)cc1[N+](=O)[O-])c1cnc2n(c1=O)CCS2 | i
COc1cc(OC)c(C2C(C#N)=C(N)Oc3cc(N)ccc32)cc1Br (centres undefined) | i
COc1ccccc1NC(=O)Cn1c(-c2nonc2N)nc2ccccc21 | i
Clc1ccccc1CN1CC[C@H](c2nnc(-c3ccccc3)o2)C1 | i
O=C(Nc1ccc(SC(F)F)cc1)C1=NCCN1 | i
Cc1ccc(C(=O)Nc2ccc3c(c2)nc(C)n3C)cc1 | i
O=C(CS(=O)(=O)c1cn(Cc2ccc(F)cc2)c2ccccc12)N1CCCCC1 | i
Cc1cc(OCC(=O)NC2CCCC2)ccc1Cl | i
CSc1nnc2c(n1)OC(c1ccc(N(C)C)cc1)N(C(C)=O)c1ccccc1-2 (centres undefined) | ?
O=C(Nc1nc(-c2cccs2)cs1)c1cc2ccccc2oc1=O | i
CCOc1ccc(C(=O)Nc2ccc3oc(-c4cccnc4)nc3c2)cc1[N+](=O)[O-] | i
CN(CC(=O)Nc1ccc(F)cc1F)S(=O)(=O)c1ccc2c(c1)CCC(=O)N2 | i
Cc1cc(CN(C)Cc2cn(-c3ccc(F)cc3F)nc2-c2ccccc2C)on1 | ?
COc1ccc2cc(C(N)=O)c(=Nc3ccccc3C)oc2c1 | ?
Cc1nc2ccc(C(=O)N(Cc3noc(C)n3)C(C)C)cc2[nH]1 | ?
CCN1CC(CNc2ccc(-c3nc(-c4ccccc4F)no3)cn2)CC1=O (centres undefined) | i
Cc1ccc(C2(c3noc(Cn4cc(C)nc4C)n3)CCCC2)cc1 | ?
COCCn1cc(C(=O)N2CCN(c3ccccc3F)CC2)c2c3ccccc3n(C)c2c1=O | ?
CCCc1nc2nc[nH]n2c(=O)c1NC(=O)NCc1ccccc1 | i
CCC(C)NC(=O)C(Cc1ccc([N+](=O)[O-])cc1)N1C(=O)c2ccccc2C1=O (centres undefined) | i
Cc1noc(C)c1S(=O)(=O)N1CCC(Cc2ccccc2)CC1 | i
COc1ccc(C2C(=O)N(CCc3ccccc3)CC(=O)N2C2CCCC2)cc1 (centres undefined) | i
CNC(=O)c1ccc(OC)c(-n2ccc(C)n2)c1 | ?
O=C(N[C@@H]1CN(Cc2ccc(CO)o2)CCC[C@H]1O)c1ccc(OCc2ccccc2)cc1 | ?
The results go on:
SMILES | ST2 IL33 inh
Cc1nn(-c2ccc(C(C)C)cc2)c(C)c1[C@@H]1C=C[C@@H](NC(=O)COCC(=O)O)C1 | ?
O=C1CCC(=O)N1CCC(c1ccccc1)c1ccc2c(c1)OCO2 (centres undefined) | i
CN(Cc1ccccc1)Cc1cn(C[C@H]2O[C@@H](CC(=O)NCc3ccc(F)cc3)[C@H](O)[C@@H]2O)nn1 | ?
CCC1CCCCN1CCCNC(=O)c1cc2cc3ccc(OC)cc3nc2o1 (centres undefined) | i
CNC(=O)C1CCC(Cn2c(=O)c3sccc3n(CC(=O)N3CCC(C)CC3)c2=O)CC1 (centres undefined) | i
CC(C)c1ccc(N2C(=O)CC(N3CCN(Cc4ccc5c(c4)OCO5)CC3)C2=O)cc1 (centres undefined) | ?
COc1ccc(-c2ccncc2)cc1CNC1CCCC1 | i
O=C(Cn1ccc2ccccc2c1=O)NCC(=O)Nc1ccc2c(c1)OCCO2 | ?
CCCc1nc(NCCc2nc(C)cs2)c2cnn(C)c2n1 | ?
O=C(O)C1CCCCC1C(=O)N1CCCCCC1 (centres undefined) | ?
CC(C)c1ccc(CNc2ccc3c(c2)ncn3C(C)(C)C)cc1 | ?
Cc1nc(N2CCCCCCC2)ncc1C(C)NC(=O)C1CCC1 (centres undefined) | i
O=C(CCN1CCOCC1)c1ccc(Cl)cc1 | i
COCCSc1ncc(-c2cccc(F)c2)c(C2CCN(C(=O)c3ccc[n+]([O-])c3)CC2)n1 | i
c1ccc(-n2ccnc2)c(Cn2ccnc2-c2ccc3c(c2)OCO3)c1 | i
CCN(CC)c1nc(C)nc2c1sc1nc3c(cc12)COC(C)(C)C3 | i
O=C(N[C@H]1CCCCNC1=O)c1ccc(N2CCC(NCCc3ccccn3)CC2)cc1 | i
COCc1cc(N2C[C@@H]3C[C@H](C2)[C@@H]2CCCC(=O)N2C3)ncn1 | i
O=C(c1ccc(Oc2ccccc2)cc1)C1CCCN(CCn2cncn2)C1 (centres undefined) | ?
CN(CCc1ccccn1)c1ncccc1CNC(=O)c1ccc2occc2c1 | ?
C=CCO[C@@H]1CCN2C(=O)[C@@H]3C[C@@H](OCC4CC4)CN3C(=O)[C@@H]2C1 | i
COc1ccccc1OCC(=O)Nc1cccc(N2CCCS2(=O)=O)c1 | i
CCN(CC)c1ccc(C2Nc3ccccc3NC3=C2C(=O)CCC3)cc1 (centres undefined) | i
O=C(NCCSc1c[nH]c2ccccc12)c1ccccc1Br | i
CCCN(CCC)C(=O)c1sc2nc(C)nc(N3CCCCC3)c2c1C | ?
Continued:
SMILES | ST2 IL33 inh
O=C(CCC1CCCCC1)Nc1c[nH]c(=O)[nH]c1=O | i
COc1ccc(-c2ccc3c(c2)C(=O)N2CC[C@H](NC(=O)CCC(=O)O)[C@H]2C(=O)N3)cc1 | 46%*
CCCCNc1cc(C(=O)O)cc(S(N)(=O)=O)c1Oc1ccccc1 | ?
O=C(NCc1ccco1)c1ccc2nc3ccsc3c(=O)n2c1 | i
Cn1cnnc1C1CCN(C(=O)c2ccccc2C2CCNC2)CC1 (centres undefined) | ?
C=CC(C)(C)c1c2occc2c(OC)c2ccc(=O)oc12 | i
Cc1ccsc1[C@@H]1CCN(C(=O)CC2=CCCCC2)C[C@H]1O | i
O=c1oc2cc([N+](=O)[O-])ccc2nc1C=C(O)c1cccc(Br)c1 | i
CNS(=O)(=O)c1ccc([C@@H]2C[C@H](NC(C)=O)C[C@H](CC(C)C)O2)cc1 | i
CC(Cn1cncn1)NC(=O)c1cc(COc2cccc(F)c2)[nH]n1 (centres undefined) | i
COC(=O)c1cccnc1-n1c(=O)[nH]c2ncccc2c1=O | i
Cc1ccc2nc(COc3cccc(NC(=O)c4ccc(Br)cc4)c3)cc(=O)n2c1 | ?
O=C1CC2(CCN(C(=O)CCc3ccc(-c4ccc(Cl)cc4)[nH]3)CC2)CN1 | i
N#CC1=C(N)N(c2ccc(Br)cc2F)C2=C(C(=O)CCC2)C1c1cccs1 (centres undefined) | i
O=C(c1coc(COc2ccc(F)cc2Cl)n1)N1C[C@H]2CC[C@@H]1C2 | i
CCCCN(CCCC)S(=O)(=O)c1cc(Br)cc2c1N(C(=O)C1CC1)CC2 | i
COc1cccc(OC)c1OCC(O)CN1CCN(c2ccccc2)CC1 (centres undefined) | i
CCN(Cc1ccc2c(c1)OC(F)(F)O2)C1CCS(=O)(=O)C1 (centres undefined) | i
CCn1c2ccccc2c2cc(CN3CCC(O)CC3)ccc21 | i
CN(C)CCCN1CC(=O)N(C)c2ccccc2C1=O | i
CCOc1ccc(NC(=O)c2cc(OC)nc3ccccc23)cc1 | i
CCc1ccc(Cn2c(CNS(=O)(=O)c3ccc(F)c(Cl)c3)nc3cccnc32)cc1 | i
NS(=O)(=O)c1ccc(NC(=O)Cn2cnc(S(=O)(=O)N3CCc4ccccc43)c2)cc1 | i
N=c1oc2c(Cl)cc(Cl)cc2cc1C(=O)Nc1ccccc1 | i
CC1=C(C(N)=O)C(c2ccccc2[N+](=O)[O-])n2ncnc2N1 (centres undefined) | i

Some of the entries so far, as tab-separated lines.
compound	ST2 IL33 inh
Cn1cnnc1C1CCN(C(=O)c2ccccc2C2CCNC2)CC1 (centres undefined)	?
C=CC(C)(C)c1c2occc2c(OC)c2ccc(=O)oc12	i
Cc1ccsc1[C@@H]1CCN(C(=O)CC2=CCCCC2)C[C@H]1O	i
O=c1oc2cc([N+](=O)[O-])ccc2nc1C=C(O)c1cccc(Br)c1	i
CNS(=O)(=O)c1ccc([C@@H]2C[C@H](NC(C)=O)C[C@H](CC(C)C)O2)cc1	i
CC(Cn1cncn1)NC(=O)c1cc(COc2cccc(F)c2)[nH]n1 (centres undefined)	i
COC(=O)c1cccnc1-n1c(=O)[nH]c2ncccc2c1=O	i
Cc1ccc2nc(COc3cccc(NC(=O)c4ccc(Br)cc4)c3)cc(=O)n2c1	?
O=C1CC2(CCN(C(=O)CCc3ccc(-c4ccc(Cl)cc4)[nH]3)CC2)CN1	i
N#CC1=C(N)N(c2ccc(Br)cc2F)C2=C(C(=O)CCC2)C1c1cccs1 (centres undefined)	i
O=C(c1coc(COc2ccc(F)cc2Cl)n1)N1C[C@H]2CC[C@@H]1C2	i
CCCCN(CCCC)S(=O)(=O)c1cc(Br)cc2c1N(C(=O)C1CC1)CC2	i
COc1cccc(OC)c1OCC(O)CN1CCN(c2ccccc2)CC1 (centres undefined)	i
CCN(Cc1ccc2c(c1)OC(F)(F)O2)C1CCS(=O)(=O)C1 (centres undefined)	i
CCn1c2ccccc2c2cc(CN3CCC(O)CC3)ccc21	i
CN(C)CCCN1CC(=O)N(C)c2ccccc2C1=O	i
CCOc1ccc(NC(=O)c2cc(OC)nc3ccccc23)cc1	i

Next part:
SMILES | ST2 IL33 inh
COc1ccc(C2=NN(C(=O)CCCC(=O)O)C(c3cc4ccc(C)cc4nc3Cl)C2)cc1 (centres undefined) | i
Cc1cc(N(C)C)nc(N2CCN(S(=O)(=O)c3cc(C(C)C)ccc3C)CC2)n1 | i
O=C1CCCN2N=C(SCc3ccccc3Cl)SC2=N1 | i
CC(C)(C)C1CCc2onc(C(=O)NC3CCCCC3)c2C1 (centres undefined) | i
Cc1cc(NC(=O)c2ccccc2C)ccc1I | i
Cc1cccc(C(=O)N2CCC(Cc3ccccc3)CC2)c1 | i
CN(CCSc1ccccc1)Cc1cc2n(n1)CCNC2 | i
Cc1ccc(-c2csc(Nc3ccc(Cl)cc3)n2)cc1 | ?
COc1ccccc1C(CC(=O)N1CCCC1)c1ccc2c(c1)OCO2 (centres undefined) | ?
O=C(Cn1cnc2c(cnn2-c2ccccc2)c1=O)NCc1ccco1 | i
COc1ccc(C(=O)c2c[nH]c3ccccc23)cc1 | ?
O=C(CCN1CCCCO1)NCC1(N2CCOCC2)CCCCC1 | ?
COCC(=O)NC[C@H]1O[C@@H](CO)[C@@H](O)[C@H]1N1CCN(c2ccccn2)CC1 | ?
Cc1ccc(NC2(C(=O)N3CCNC(=O)C3CCO)CCCC2)cc1 (centres undefined) | ?
COc1ccc(C(C)(C)C)cc1S(=O)(=O)N1CCN(c2nc(C)cc(Nc3ccccc3)n2)CC1 | ?
Cc1c(C(=O)NCc2cccnc2)oc2ccc(S(=O)(=O)N3CCCC(C)C3)cc12 (centres undefined) | i
COc1cc(CN2CCN(c3ncccn3)CC2)cc(Br)c1O | i
O=C(Nc1cccc(-c2cc3ccccc3[nH]2)c1)C1CCN(C(=O)C2CCCO2)CC1 (centres undefined) | i
CCC(=O)N1CCc2cc(Br)cc(S(=O)(=O)Nc3cc(OC)ccc3OC)c21 | i
COc1ccc(CN2CCCCCC2)c(C)c1C | i
COc1ccc(CCC(C)NCc2ccc(OC)cc2OC)cc1 (centres undefined) | ?
CC(O)Cn1ccnc1-c1ccc(C#CCCO)cc1 (centres undefined) | ?
CCN(CC)C(=O)[C@@H]1C[C@@H](N)CN1S(=O)(=O)c1cc(C)ccc1OC | ?
COc1ccc(/C=c2\sc3n(c2=O)CN(c2cccc(F)c2)CN=3)cc1 | 35%*
O=c1[nH]c2c(c(=O)[nH]1)C(c1cc([N+](=O)[O-])ccc1N1CCOCC1)O2 (centres undefined) | ?
O=C(NCc1ccc(Cl)cc1Cl)N1CCOC(C(F)(F)F)C1 (centres undefined) | i
COCCCN1C(=O)CC(CC(=O)N2CCCC2c2ccc(F)cc2)(c2ccccc2OC)C1=O (centres undefined) | i
CC(=O)N1CCc2c(sc(NC(=O)c3cccs3)c2-c2nc3ccccc3s2)C1 | ?
COc1cc(C2CC(=O)N(CC(=O)N3CCCC3)c3ccccc3S2)cc(OC)c1OC (centres undefined) | i
COc1ccc(-c2noc(-c3ccc(Br)o3)n2)cc1OC | ?

Bioassay records: PubChem, IUPUI and University of Michigan
